Glioma ERSR ind – qHTS for Inducers of the Endoplasmic Reticulum Stress Response (ERSR) in Human Glioma: qHTS | hit rate 0.02% among 420,000 | Potency, µM, inactives show at the top dose activation, hits mostly activators | U87-MG GRP78 promoter luciferase reporter, 16 h; note: potency is the fitted concentration of half-maximal effect; series mostly up to about 76 µM; % of control where 0% means no effect; nearly all actives have a fitted effect of over 35% in size
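Stably transfected U87-MG human glioma cells carrying a GRP78-based luminescent sensor were seeded at 1000 cells/well, pin-dosed with compounds and incubated 16 h. Luciferase reagent was then added, and end-point luminescence was read after 10 min at room temperature.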
Vif-A3G inh – qHTS for Inhibitors of Vif-A3G Interactions: qHTS | Potency, µM (titrated, usually from 46.1 µM), for the others: top-dose activity, negative = active, hits mostly inhibitors | hit rate 0.076% among 410,000 | HeLa A3G-eYFP + Vif (tagged APOBEC3G with the HIV-1 protein that degrades it), YFP fluorescence, overnight | AID 602310, 2012 | DNA dC->dU-editing enzyme APOBEC-3G (Homo sapiens), Q9HC16;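 note: potency is the fitted concentration of half-maximal effect; % is set by controls: 0 for no effect and ±100 for the full control effect; nearly all actives have a fitted effect of over 60% in size; hits raise eYFP signal because A3G escapes Vif-driven loss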
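Read-out is eYFP fluorescence (Ex 488/Em 500-530) from Vif-expressing HeLa A3G-eYFP cells; more signal means A3G escaped Vif-mediated degradation. Cells plated overnight, compound pinned in, incubated overnight at 37 deg C.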
PI4K2A block – qHTS for small molecular inhibitors of PI4K2A | purified PI4K2A, ADP-Glo luminescence, 1 h; stronger effect = lower value | activity change, negative = inhibition, % at 76.9 µM | hit rate 0.13% among 420,000 | AID 1346378, 2018; in the data active = activity change below about -50%; inconclusive = mostly about -30% to -49%;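 note: -100% = wells without enzyme as full effect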
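ADP-Glo luminescence measured ADP generated by PI4K2A enzyme (4 ug/mL before mixing) with 1.2 mM PI substrate (pre-mix) and 300 microM ATP (pre-mix). Tris pH7.5 buffer with MgCl2, Triton X-100; 1 h reaction at ambient temperature.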
LDHA inh – qHTS assay for inhibitors of human lactate dehydrogenase | purified LDHA, NADH/diaphorase-resazurin fluorescence; stronger effect = lower value | activity change, % (values are at about 110 or 230 µM) | hit rate 0.15% among 480,000; in the data active = activity change below about -30%; inconclusive = mostly about -25% to -30%;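 note: plate controls were DMSO wells for no effect and wells without enzyme for full effect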
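Remaining NADH was detected by diaphorase (0.133 mg/mL) converting 37 µM resazurin to fluorescent resorufin, read at 0 and 20 minutes. The preceding 5-minute room-temperature reaction used 2 nM LDHA, 0.2 mM sodium pyruvate and 0.06 mM NADH at pH 7.4.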
TrxR1 substrate – qHTS Assay for Substrates of Mammalian Selenoprotein Thioredoxin Reductase 1 (TrxR1): qHTS; Thioredoxin reductase 1, cytoplasmic (Rattus norvegicus), O89049; purified TrxR1 substrate turnover, NADPH consumption readout; Potency, µM (top dose mostly 114 µM), for the others: at the highest dose activity change, negative = substrate turnover; hit rate 0.01% among 390,000; AID 588456, 2011; note: potency is the fitted concentration of half-maximal effect; % is set by controls: 0 for no effect and ±100 for the full control effect; nearly all actives have a fitted effect of over 50% in size
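Rat TrxR1, dispensed at 90 nM, was prereduced with 400 uM NADPH (final) for 5 min at ~22 deg C, then incubated with compound 15 min before 400 uM selenite. A first-read NADPH fluorescence drop versus no-compound background flagged substrates.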
RXFP1 agonist – qHTS Assay for Agonists of the Relaxin Receptor RXFP1. AID 2676, 2010. HEK293T-RXFP1 cAMP TR-FRET, 30 min; response scale: percent of porcine relaxin response, buffer zero. hit rate 0.3% among 370,000. Potency, µM (top dose mostly 57.5 µM), without a hit: at the highest dose activation, usual class: activators; note: potency is the fitted concentration of half-maximal effect; % is set by controls: 0 for no effect and ±100 for the full control effect; nearly all actives have a fitted effect of over 60% in size; many of its hits are not listed in these tables
Target sequence (Q9HBX9 whole entry, looked up): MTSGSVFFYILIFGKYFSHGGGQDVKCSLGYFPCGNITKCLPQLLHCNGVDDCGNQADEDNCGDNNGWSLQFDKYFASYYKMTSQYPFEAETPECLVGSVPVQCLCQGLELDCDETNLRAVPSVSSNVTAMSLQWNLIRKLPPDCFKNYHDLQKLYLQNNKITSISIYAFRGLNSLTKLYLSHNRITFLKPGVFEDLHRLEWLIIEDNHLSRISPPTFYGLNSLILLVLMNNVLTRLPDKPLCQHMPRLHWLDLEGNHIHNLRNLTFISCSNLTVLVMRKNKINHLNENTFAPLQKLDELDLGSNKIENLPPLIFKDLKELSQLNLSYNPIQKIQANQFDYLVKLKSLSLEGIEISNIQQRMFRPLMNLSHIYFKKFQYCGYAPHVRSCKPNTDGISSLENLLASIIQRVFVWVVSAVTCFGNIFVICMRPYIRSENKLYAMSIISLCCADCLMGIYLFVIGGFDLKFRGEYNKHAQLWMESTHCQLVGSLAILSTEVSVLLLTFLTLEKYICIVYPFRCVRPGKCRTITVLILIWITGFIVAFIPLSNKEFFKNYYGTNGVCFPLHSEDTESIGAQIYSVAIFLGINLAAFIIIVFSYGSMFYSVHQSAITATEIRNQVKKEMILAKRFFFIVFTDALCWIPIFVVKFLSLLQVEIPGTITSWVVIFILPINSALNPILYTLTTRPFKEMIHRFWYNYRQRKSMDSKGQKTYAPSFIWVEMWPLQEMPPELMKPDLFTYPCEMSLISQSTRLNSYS
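HEK293T cells stably expressing RXFP1 were pretreated with the PDE4 inhibitor Ro 20174, exposed to compounds for 30 min at 37C, lysed, and cAMP was read by TR-FRET. Data normalized to buffer (basal) and 29 nM porcine relaxin (100%).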
* marks the source's active call; other numbers are inactive results; ? = inconclusive; . = no result given; [ ] = dose if it differs, or a comment. Unless noted, calls come from the whole dose curve; as a rule, active = well fitted curve in the direction sought with a large enough effect; inconclusive = small, poorly fitted or top-dose-only effect, or another doubt; inactive = no such curve, though single readings can be large; an effect the other way counts as inactive or inconclusive. Some of the compounds tested. The share of hits here may be higher or lower than overall.

SMILES | Glioma ERSR ind | Vif-A3G inh | PI4K2A block | LDHA inh | TrxR1 substrate | RXFP1 agonist
Cc1nc2cc(NS(=O)(=O)c3ccccc3C(F)(F)F)ccc2o1 | . | . | . | 9 | . | .
COc1ccc(F)cc1C(=O)/C=C/c1ccc(C#N)cc1 | . | . | . | 12 | . | .
COc1cc(C2NC(=O)N(C)C(C)=C2C(=O)OC2CCCC2)cc(Br)c1O (configuration not stated) | . | . | . | -3 | . | .
CCOc1ccc(-c2nn(-c3ccccc3)cc2C2NC(=O)NC(C)=C2C(=O)OC)cc1 (configuration not stated) | . | . | . | 0 | . | .
Cc1ccc(C2=NC(C)(C)N=C2SCC(=O)Nc2ccc(Br)c(C)c2)cc1 | . | . | . | -5 | . | .
N#Cc1cc2c(nc1N1CCN(C(C(=O)O)c3c[nH]c4cc(CO)ccc34)CC1)CCCC2 (configuration not stated) | . | . | . | 0 | . | .
CCN(CC)S(=O)(=O)c1ccc(-c2nc(C#N)c(N3CCCCC3)o2)cc1 | . | . | . | -12 | . | .
CC(C)c1ccc(-c2nonc2NC(=O)c2cc(=O)c3cc(Cl)ccc3o2)cc1 | . | . | . | 0 | . | .
COc1ccc(-c2c(C)oc3cc(OCC(=O)OC(C)(C)C)ccc3c2=O)cc1OC | . | . | . | 4 | . | .
O=C(NC1CCN(Cc2ccccc2)CC1)C(F)(F)F | . | . | . | 4 | . | .
C/C=C/Cn1c(NCCO)nc2c1c(=O)[nH]c(=O)n2C | . | . | . | 1 | . | .
CCC1CCc2sc(C(=O)NC(C)C)cc2C1 (configuration not stated) | . | . | . | 1 | . | .
Cc1ccc2c(CN3C(=O)C(=O)N(C4CCCC4)C3=O)cc(=O)oc2c1C | . | . | . | -1 | . | .
CCN(CC)CCn1c(C)c(C)c2c1ncn1nc(CSc3nc4ccccc4o3)nc21 | . | . | . | -2 | . | .
CNC(=O)C(CCSC)NC(=O)c1ccc2ccccc2n1 (configuration not stated) | . | . | . | 0 | . | .

Single entries from the results shown:
Entry of C/C=C/Cn1c(NCCO)nc2c1c(=O)[nH]c(=O)n2C in LDHA inh: 1
Entry of Cc1ccc2c(CN3C(=O)C(=O)N(C4CCCC4)C3=O)cc(=O)oc2c1C in LDHA inh: -1
Entry of COc1cc(C2NC(=O)N(C)C(C)=C2C(=O)OC2CCCC2)cc(Br)c1O (configuration not stated) in LDHA inh: -3

The list continues.
SMILES | Glioma ERSR ind | Vif-A3G inh | PI4K2A block | LDHA inh | TrxR1 substrate | RXFP1 agonist
O=C(CCc1cccc(Cl)c1Cl)NC1CCN(C2CC2)C1 (configuration not stated) | . | . | . | 11 | . | .
CC(Cc1ccccc1)(NC(=O)CN)c1ccccc1 (configuration not stated) | . | . | 0 | . | . | 0.4%
Cc1ccc(C)n1-c1cccc(C(=O)O)c1 | . | . | . | 13 | . | 1.5%
O=C1c2ccccc2C(=O)N1c1ccc(Cl)cc1 | . | . | . | -8 | . | 0.2%
O=S(=O)(c1ccc2c(c1)OCCO2)N1CCN(S(=O)(=O)c2ccc3c(c2)OCCO3)CC1 | . | . | . | -7 | . | 2.8%
C/C(=C\c1ccccc1)C1Nc2cccc3cccc(c23)N1 | . | . | . | 4 | . | 0.2%
Brc1ccc(-c2ccc(C3Nc4cccc5cccc(c45)N3)o2)cc1 | . | . | . | 0 | . | 6.0%
CCOC(=O)c1sc2nc(N3CCOCC3)c3c(c2c1N)CCN(C)C3 | . | . | . | -12 | . | -0.4%
CCC(CC)c1nnc(NC(=O)c2nn(C)c(=O)c3ccccc23)s1 | . | . | . | 0 | . | 1.2%
CCOC(=O)N1C(COCc2ccccc2)C=CCS1(=O)=O (configuration not stated) | -4% | -2% | . | . | -3% | .
COC(=O)C1=C[C@@H](C(=O)OC)C2C3=C(C(=O)[C@]2(CC(C)C)NC(=O)c2ccccc2)[C@H](C)n2c(=O)n(-c4ccccc4)c(=O)n2[C@@H]3C1 (some centres not stated) | -2% | -1% | . | . | -7% | .
COc1cc(OC)c2c(C)cc(=O)oc2c1C(CCN1CCCC(C)C1)c1ccc(N(C)C)cc1 (configuration not stated) | -4% | 2% | . | . | -1% | .
CCCCN(CCC#N)c1ccc(/C=C/c2ccnc3ccccc23)cc1 | -3% | ? | . | . | -2% | .
COc1cccc(CN2CC34CC(c5ccc(C(C)=O)cc5)C(CC3S2(=O)=O)O4)c1 (configuration not stated) | -5% | 3% | . | . | -5% | .
Cc1ccnc2c(N)cccc12 | 3% | -1% | . | . | 3% | .

Of the compounds above, 2 have a CF3 group:
SMILES | Glioma ERSR ind | Vif-A3G inh | PI4K2A block | LDHA inh | TrxR1 substrate | RXFP1 agonist
Cc1nc2cc(NS(=O)(=O)c3ccccc3C(F)(F)F)ccc2o1 | . | . | . | 9 | . | .
O=C(NC1CCN(Cc2ccccc2)CC1)C(F)(F)F | . | . | . | 4 | . | .

Carrying on.
SMILES | Glioma ERSR ind | Vif-A3G inh | PI4K2A block | LDHA inh | TrxR1 substrate | RXFP1 agonist
CC(C)(C)n1ncc2c(=O)n(Cc3ccc(C#N)cc3)cnc21 | -2% | 0% | . | . | 0% | .
CCCCNC(=O)[C@@H]1CC=C[C@@H]2CCN(Cc3ccc(OC)c(OC)c3)C(=O)[C@@H]21 | -3% | 0% | . | . | 6% | .
CCC/C=C1\CCCOC(C(=O)NCc2ccccc2)(C(F)(F)F)C1 (configuration not stated) | -5% | -3% | . | . | -1% | .
Cc1cccc2[nH]cc(/C=C3/C=Nc4ccccc43)c12 | -1% | ? | . | . | -1% | .
C[C@H](NC(=O)OC(C)(C)C)C(=O)c1ccco1 | 0% | 1% | . | . | 2% | .
Cc1[nH]c2ccccc2c1/C=C/c1ccc2ccccc2n1 | -6% | 11µM* | . | . | -3% | .
COc1ccc(-c2cc(C3C4C=CCCC4(C)C(=O)N3Cc3ccccc3)ccc2F)cc1OC (configuration not stated) | -1% | -6% | . | . | 1% | .
CCCOC(=O)C1=C(C)CS[C@@H]2[C@H](NC(=O)COc3ccccc3)C(=O)N12 | -1% | -3% | . | . | 4% | .
O=C1C[C@H]2C=CCc3cccc(c32)CN1Cc1ccc(F)cc1 | -4% | 0% | . | . | 0% | .
CCCCNC(=O)[C@@H]1CC=C[C@@H]2CCN(CCCC)C(=O)[C@@H]21 | -4% | -4% | . | . | -3% | .
CCc1ccc(C2/C=C\CNC(c3ccccc3)C(=O)N2Cc2ccc(C)cc2)cc1 (configuration not stated) | -4% | 3% | . | . | -11% | .
Cc1cc2c(cc1C)N[C@]1(C[C@H]3CCCC(=O)N4CC[C@@H](C1)[C@@H]34)C(=NC1CCCCC1)N2 | -1% | 0% | . | . | -2% | .
O=[N+]([O-])c1cccc(CN2C(COCc3ccccc3)CCC=CS2(=O)=O)c1 (configuration not stated) | -4% | 4% | . | . | -9% | .
O=C(NCc1ccccn1)[C@]1(C(F)(F)F)C[C@H](CCc2ccccc2)CCCO1 | -5% | 1% | . | . | -7% | .
Cc1[nH]c2ccccc2c1/C=C/c1ccnc2ccccc12 | -12% | ? | . | . | -1% | .

The closing 4 compounds of the part before are carried over, then new ones follow:
SMILES | Glioma ERSR ind | Vif-A3G inh | PI4K2A block | LDHA inh | TrxR1 substrate | RXFP1 agonist
Cc1cc2c(cc1C)N[C@]1(C[C@H]3CCCC(=O)N4CC[C@@H](C1)[C@@H]34)C(=NC1CCCCC1)N2 | -1% | 0% | . | . | -2% | .
O=[N+]([O-])c1cccc(CN2C(COCc3ccccc3)CCC=CS2(=O)=O)c1 (configuration not stated) | -4% | 4% | . | . | -9% | .
O=C(NCc1ccccn1)[C@]1(C(F)(F)F)C[C@H](CCc2ccccc2)CCCO1 | -5% | 1% | . | . | -7% | .
Cc1[nH]c2ccccc2c1/C=C/c1ccnc2ccccc12 | -12% | ? | . | . | -1% | .
COc1ccc(C2CC(=O)Oc3c(C(CCN4CCCC(C)C4)c4cc(OC)c(OC)c(OC)c4)c(OC)cc(OC)c32)cc1 (configuration not stated) | -2% | 3% | . | . | -2% | .
Cc1ccnc2c(Cl)c(Cl)ccc12 | -3% | -2% | . | . | 4% | .
CCCC[C@@H]1CCCO[C@@](C(=O)NCCOC)(C(F)(F)F)C1 | -2% | -2% | . | . | 3%[57.1 µM] | .
CC12CCC=CC1C(c1ccc3ccccc3c1C=Cc1ccccc1)N(Cc1ccccc1)C2=O (configuration not stated) | -5% | 0% | . | . | 16% | .
COc1ccc(C2/C=C\CN(CC(C)C)C(Cc3ccccc3)C(=O)N2Cc2ccc(F)cc2)cc1 (configuration not stated) | -2% | 0% | . | . | -4% | .
C=C1CCN(C(C(=O)O)C(C)C)S(=O)(=O)c2ccccc21 (configuration not stated) | -5% | 0% | . | . | -5% | .
Cc1ccc2[nH]cc(C(O)c3c[nH]c4ccc(C)cc34)c2c1 | -6% | -2% | . | . | 0% | .
CCCC[C@H]1CCCO[C@@](C(=O)NCCN2CCOCC2)(C(F)(F)F)C1 | -4% | 0% | . | . | 6%[57.1 µM] | .
